Compound activity deposited in PubChem by several laboratories.
Diaph inh CS – diaphorase inhibitors and chemical oxidizers, primary screen, counter-screen for diaphorase-coupled primary assays, biochemical, uHTS, resorufin fluorescence | diaphorase resazurin-to-resorufin fluorescence, NADH, 16 min; bacterial (C. kluyveri) enzyme, not human | inhibition, % at 20 µM | 190,000 compounds, 0.69% hits | AID 1217, 2008;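 active means primary screen inhibition at 20 µM above a set limit, cut at about 50% in these data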;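 further: plate controls were DMSO with full reaction for no effect and wells lacking NADH for full effect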
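Benchmarks: positive control wells lacking NADH, neutral wells with DMSO only. System: bacterial diaphorase enzyme (C. kluyveri). Input: 0.14 U/mL diaphorase, enzyme working solution. Detection: resorufin fluorescence, excitation 544 nm, emission 590 nm. Times: 16-min room-temperature incubation before reading.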
PMI act hi M6P – human PMI activators, high substrate, primary screen, biochemical, fluorescence intensity, near-saturating mannose 6-phosphate; 190,000 compounds, 0.34% hits; AID 1216, 2008; coupled PMI enzyme assay, resazurin fluorescence, 20 min; stronger effect = higher value; 1 = untreated enzyme, 0 = substrate-free blank; Mannose-6-phosphate isomerase (Homo sapiens), P34949; activation factor at 20 µM;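 active means activation factor of 2 or more at 20 µM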
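Material: human phosphomannose isomerase with PGI, G6PDH, diaphorase coupling enzymes; amount: PMI at 15 ng/mL final; also added: Mannose-6-phosphate 1.0 mM (near-saturating) plus 0.22 mM NADP+; incubation: enzyme reaction with compound 20 min at room temperature; signal: resorufin fluorescence (Ex 544/Em 590 nm) from resazurin via diaphorase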
FLuc act counter – FLuc activators, initial screening, artefact control for FLuc-dependent activation tests, biochemical, ATPlite luminescence; ATPlite luciferase biochemical, 10 min; 0 = ATP-free wells, 1 = DMSO control; 200,000 tested, under 10 active; activation factor at 10 µM;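 active means luciferase activation factor, scaled between plate controls, of at least 2 with compound at 10 µM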
Target sequence (P08659 whole entry, looked up): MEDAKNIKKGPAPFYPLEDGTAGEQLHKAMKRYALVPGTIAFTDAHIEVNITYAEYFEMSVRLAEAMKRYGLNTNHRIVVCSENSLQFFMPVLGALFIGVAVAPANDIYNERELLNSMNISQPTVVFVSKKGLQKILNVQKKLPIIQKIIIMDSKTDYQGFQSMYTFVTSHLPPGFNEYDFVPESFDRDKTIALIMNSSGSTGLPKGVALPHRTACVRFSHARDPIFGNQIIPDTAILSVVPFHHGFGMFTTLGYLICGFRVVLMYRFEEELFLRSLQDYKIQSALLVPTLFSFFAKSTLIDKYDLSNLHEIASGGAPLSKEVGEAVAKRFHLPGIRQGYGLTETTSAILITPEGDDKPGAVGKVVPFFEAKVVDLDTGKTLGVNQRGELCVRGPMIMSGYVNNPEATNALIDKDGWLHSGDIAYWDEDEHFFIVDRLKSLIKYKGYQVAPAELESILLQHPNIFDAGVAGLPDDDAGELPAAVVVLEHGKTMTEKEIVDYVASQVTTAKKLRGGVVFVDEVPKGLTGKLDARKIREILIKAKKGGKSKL
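System: cell-free luciferase reagent; medium: PBS as buffer for the ATP substrate; doses: test compounds dosed from 2 mM stocks in 100% DMSO; incubation: 10 min, room temperature; measured by: luminescence from luciferase reaction; read-out: luciferase activation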
Diaphorase act – compounds boosting diaphorase resazurin reduction – biochemical, uHTS, resorufin fluorescence, counter-screen for diaphorase-coupled primary assays, primary screen | Diaphorase/resazurin coupled assay, 16 min; stronger effect = higher value; 1 = vehicle wells, 0 = NADH-free wells | activation factor at 20 µM | 190,000 compounds, 0.005% hits;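 active means diaphorase activity raised at least twofold by the compound at 20 µM; inactive means activation factor below 2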
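System – purified diaphorase enzyme from Clostridium kluyveri · Input – enzyme 0.07 U/mL final · Also added – final NADH 0.114 mM, resazurin 0.1 mM · Measured by – fluorescence of resorufin, 544 nm excitation, 590 nm emission · Timing – 16 min enzyme reaction, ambient temperature · Measure – resorufin increase flagging diaphorase activators or reducers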
HMGR II inh – inhibitors of E. faecalis class II HMGR, primary screen, biochemical, Enterococcus faecalis. purified E. faecalis HMGR, NADPH absorbance 340 nm kinetic. inhibition, % at 10 µM. 190,000 compounds, 0.41% hits. AID 1066, 2008;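 active means inhibition above a set limit, the median over all tested compounds plus 3 SD, cut at about 9.5% in these data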;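 further: enzyme runs in reverse so mevalonate oxidation gives rising NADPH absorbance; 0% = complete reaction with DMSO and 100% = background rate lacking mevalonate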
TNAP act hi DEA – TNAP activators at high phosphate acceptor level, primary screen, biochemical, luminescence, uHTS; 200,000 tested, under 10 active; AID 1136, 2008; purified TNAP, CDP-star luminescence, 1 M DEA, 30 min; stronger effect = higher value; 0 = EDTA background, 1 = DMSO-only activity; activation factor at 20 µM; Alkaline phosphatase, tissue-nonspecific isozyme (Homo sapiens), P05186;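 active means activation factor at least 2 at 20 µM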
Target sequence (P05186 whole entry, looked up): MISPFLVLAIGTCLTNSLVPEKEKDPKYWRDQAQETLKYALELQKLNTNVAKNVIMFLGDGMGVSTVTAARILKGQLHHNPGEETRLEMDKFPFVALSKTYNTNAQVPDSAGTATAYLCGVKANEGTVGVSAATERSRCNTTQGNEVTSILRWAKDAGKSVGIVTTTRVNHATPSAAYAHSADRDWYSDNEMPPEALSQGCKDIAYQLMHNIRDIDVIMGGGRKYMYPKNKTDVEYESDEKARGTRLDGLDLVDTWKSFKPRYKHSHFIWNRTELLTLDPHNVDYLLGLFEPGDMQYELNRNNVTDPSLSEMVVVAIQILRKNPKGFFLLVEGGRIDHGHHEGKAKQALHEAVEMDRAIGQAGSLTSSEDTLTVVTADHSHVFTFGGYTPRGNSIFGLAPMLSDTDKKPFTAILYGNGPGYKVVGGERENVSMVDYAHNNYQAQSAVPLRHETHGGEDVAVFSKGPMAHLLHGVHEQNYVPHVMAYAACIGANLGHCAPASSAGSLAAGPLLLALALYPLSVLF
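Measured by: Luminescent substrate turnover signal | Test system: Human TNAP | Input: TNAP 1/800 final | Dosing: 20 µM single point | Schedule: 30 min, room temperature | Controls: EDTA wells as negative control, DMSO wells as positive control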
PMI act – activators of human PMI, primary screen, biochemical, fluorescence intensity, near-Km mannose 6-phosphate | Mannose-6-phosphate isomerase (Homo sapiens), P34949 | purified human PMI, coupled resazurin fluorescence, 20 min; stronger effect = higher value; 1 = vehicle control, 0 substrate-free wells | activation factor at 20 µM | 190,000 compounds, 0.005% hits;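 active means activation factor of 2 or more at 20 µM, relative to plate controls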
TNAP inh no acc – human TNAP enzyme inhibitors, primary screen, biochemical, luminescent, no phosphate acceptor, uHTS. 200,000 compounds, 0.26% hits. AID 1012, 2008. inhibition, % at 20 µM. Alkaline phosphatase, tissue-nonspecific isozyme (Homo sapiens), P05186. purified TNAP, CDP-star luminescence, 30 min;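 active means tissue-nonspecific alkaline phosphatase inhibition above about 50% at 20 µM in the single-dose screen, limit read from the data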;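 further: 0% = DMSO negative control and 100% = EDTA positive control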
G6PDH counter – L. mesenteroides G6PDH inhibitors, counter-screen for G6PDH-coupled screening assays, biochemical, Leuconostoc mesenteroides enzyme. 200,000 compounds, 0.12% hits. inhibition, % at 5 µM. Purified L. mesenteroides G6PDH, diaphorase/resazurin coupled fluorescence, 45 min. glucose-6-phosphate dehydrogenase [Leuconostoc mesenteroides]. AID 1020, 2008; in the data active means inhibition above about 50%
TNAP inh hi DEA – human TNAP enzyme inhibitors, primary screen, biochemical, luminescent, high phosphate acceptor level, uHTS. Alkaline phosphatase, tissue-nonspecific isozyme (Homo sapiens), P05186. purified TNAP, CDP-star luminescence, 1 M DEA. inhibition, % at 20 µM. 200,000 compounds, 0.03% hits. AID 1135, 2008;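 active means over 50% inhibition of tissue-nonspecific alkaline phosphatase at 20 µM in the single-dose screen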;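 further: plate controls were DMSO wells for no effect and EDTA-quenched wells as full inhibition for full effect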
Starred values were filed as active, the others as inactive.

SMILES | Diaph inh CS | PMI act hi M6P | FLuc act counter | Diaphorase act | HMGR II inh | TNAP act hi DEA | PMI act | TNAP inh no acc | G6PDH counter | TNAP inh hi DEA
O=C(CCCN1C(=O)CCC1=O)Nc1ccc(Cl)c(C(F)(F)F)c1 | 1.6 | 1 | 1.1 | 1 | -5.5 | 1 | 0.9 | -0.8 | -5.0 | -3.1
O=S(=O)(Nc1ccccn1)c1ccc(Cl)cc1 | 14.1 | 1 | 1 | 0.9 | 0.1 | 1 | 1 | -9.8 | 5.1 | -2.4
Cc1cccc(-c2nc3cc([N+](=O)[O-])ccc3o2)c1 | -14.7 | 1.1 | 0.8 | 1.1 | 1.4 | 1.1 | 1 | -9.7 | 9.4 | -5.2
CCN(CC)CCCNc1nnc(C)c(=O)[nH]1 | -4.3 | 1.1 | 1 | 1 | -1.2 | 1 | 1 | -6.7 | 1.3 | -3.3
N/C(Cc1ccc(Cl)cc1Cl)=N\OC(=O)Cc1ccccc1 | 9.7 | 0.9 | 1 | 0.9 | -7.3 | 1 | 0.9 | -9.5 | -11.1 | 0.4
Cc1ccc(Cn2ccc(NC(=O)c3nn(C)cc3[N+](=O)[O-])n2)cc1 | 3.0 | 1 | 1 | 1 | -0.2 | 1 | 1.1 | -2.6 | 8.8 | -4.9
COc1cccc2sc(NNC(=O)COc3ccccc3)nc12 | 9.1 | 1.1 | 1 | 0.9 | -1.2 | 1.1 | 1.2 | -136.6 | 1.2 | -5.9
Cc1cc(C)c(NC(=O)CSc2ccc3nnc(CCNC(=O)c4ccccc4)n3n2)c(C)c1 | -10.8 | 1.1 | 1 | 1.1 | -9.1 | 1.1 | 1.1 | 0.6 | 16.0 | -7.6
CCCCCCN1C=CC(=C2C(=O)c3ccccc3C2=O)C=C1 | -17.7 | 1.1 | 0.1 | 1.2 | -5.0 | 1 | 1.2 | -1.9 | 9.3 | -2.1
CCOC(=O)N1CCN(c2c(NCCCN(CC)Cc3ccccc3)c(=O)c2=O)CC1 | -5.5 | 1.1 | 1 | 1.1 | -2.3 | 1.1 | 1 | -4.3 | 5.2 | -7.6
O=C(OCCn1cncn1)c1cc2ccccc2oc1=O | 10.0 | 0.9 | 1 | 0.9 | -0.9 | 1 | 0.9 | -4.9 | 1.4 | -0.1
Cc1nn(C)cc1CNCc1ccc(OCC(O)CN(C)Cc2ccccc2)cc1 (stereo unspecified) | 5.7 | 0.9 | 1 | 0.9 | -11.5 | 1 | 0.9 | -13.5 | 9.6 | -4.7
COc1ccccc1CNC(=O)c1cc2sccc2n1C | 21.7 | 0.9 | 1 | 0.8 | -1.8 | 1 | 0.9 | -3.0 | 0.7 | -2.8
FC(F)(F)c1cccnc1N1CCN(c2ncnc3nc[nH]c23)CC1 | 3.2 | 0.9 | 1.1 | 1 | -6.4 | 1 | 0.9 | -125.5 | -17.6 | 1.1
Cc1csc(NC(=O)CCN2C(=O)c3ccccc3S2(=O)=O)n1 | 16.7 | 0.9 | 1.1 | 0.8 | 0.1 | 1.1 | 0.9 | -6.1 | 3.8 | -5.6
O=C(c1cccc(Br)c1)N1CCCC1 | 7.3 | 1 | 1.1 | 0.9 | -3.4 | 1 | 1 | -8.2 | -2.2 | -3.8
CCOC(=O)N1CCC(NC(=O)Cn2cccc2C(=O)c2ccccc2C)CC1 | 2.6 | 0.9 | 1 | 1 | -1.9 | 1 | 0.9 | -6.9 | 2.1 | -1.0
CN1C(=O)c2cccc(NC(=O)Cc3ccccc3)c2C1=O | -1.8 | 1.1 | 1 | 1 | -4.7 | 1 | 1 | -18.4 | 0.5 | -1.3
COC(=O)c1c(NC(=O)Cn2cnc([N+](=O)[O-])n2)sc2c1CCC(C)C2 (stereo unspecified) | 17.9 | 0.9 | 1 | 0.8 | 1.2 | 1.1 | 0.9 | -12.0 | 5.5 | -9.1
CCOC(=O)CNc1nc2ccccc2n2c(C)nnc12 | -7.2 | 1 | 1 | 1.1 | -6.7 | 1.1 | 1 | -15.9 | 6.4 | -8.3
Cc1nnsc1NC(=O)OCc1ccc(Cl)cc1Cl | 5.5 | 0.9 | 1 | 0.9 | 5.4 | 1 | 0.9 | -7.7 | 3.1 | -1.5
O=c1c2ccccc2c(C=Nc2ccc(S(=O)(=O)Nc3ncccn3)cc2)c(O)n1-c1cccc(Cl)c1 | 0.1 | 1 | 1.1 | 1 | -2.4 | 1 | 0.9 | -4.0 | 9.2 | -2.0
Cc1cc(C)c2c(n1)nn1c(NCCOCCO)cc(C)nc21 | 19.2 | 0.9 | 1 | 0.8 | 2.7 | 1 | 0.8 | -19.8 | -0.5 | -1.6
O=C(NC(=S)Nc1nc2ccccc2s1)c1ccco1 | 23.8 | 1.1 | 0.2 | 0.8 | 1.7 | 1 | 1 | -0.7 | -8.4 | 2.8
CN(Cc1ccccc1)C(=O)CN(Cc1ccccc1)S(C)(=O)=O | 12.4 | 0.9 | 1 | 0.9 | 0.1 | 1.1 | 0.9 | -12.4 | 12.8 | -6.9
Cn1c(SCC(=O)NCc2ccc3c(c2)OCO3)nnc1-c1cccs1 | 3.3 | 1.1 | 1 | 1 | -0.6 | 1 | 1.1 | -7.4 | -0.8 | 0.2
CC1(C)C(c2ccccn2)=[N+]([O-])C(C)(C)N1O | 4.7 | 1.1 | 1.1 | 1 | -1.7 | 1 | 1.1 | 6.4 | 10.0 | -2.3
Cc1ccc2cccnc2c1NC(=S)NC(=O)c1ccccc1 | 24.0 | 0.5 | 1 | 0.8 | -1.7 | 0.9 | 0.5 | -31.7 | -20.4 | 7.9
CCc1cccc(NC(=O)Cn2cc3c(n2)CCCC3)c1 | -2.5 | 1.1 | 1 | 1 | -5.4 | 1 | 0.9 | -1.9 | 12.3 | -0.3
COc1ccc(-c2nnc3sc(C(C)N4C(=O)c5ccccc5C4=O)nn23)cc1 (stereo unspecified) | 10.6 | 1.1 | 1 | 0.9 | 3.8 | 1 | 1.1 | -4.7 | 7.3 | -1.8
COC(=O)[C@@H](N)Cc1ccc(O)cc1 | 16.2 | 0.9 | 1 | 0.8 | -1.0 | 1 | 1 | -10.7 | 14.7 | -2.1
CN(CC(=O)NCCc1ccccc1)S(=O)(=O)c1ccccc1 | 1.9 | 1.1 | 1.1 | 1 | 13.7* | 1.1 | 1.1 | -14.4 | 1.5 | -7.3
CCOC(=O)Cc1csc(NC(=O)CCN2C(=O)c3ccccc3C2=O)n1 | 7.5 | 1.1 | 1.1 | 0.9 | 0.2 | 1.1 | 1.1 | -11.1 | 3.8 | -6.7
CS(=O)(=O)NN1C(=O)c2ccccc2NC1c1cccs1 (stereo unspecified) | 1.5 | 1.1 | 1 | 1 | -0.9 | 1 | 1.1 | -11.9 | 3.8 | -2.0
Cc1ccccc1Cn1cc(NC(=O)c2noc3c2CC(C(C)(C)C)CC3)cn1 (stereo unspecified) | 23.9 | 0.9 | 1.1 | 0.8 | 0.6 | 1.1 | 1 | -7.3 | 3.0 | -6.2
COC(=O)c1ccc(NS(=O)(=O)c2cccc3cccnc23)cc1 | 17.0 | 1.1 | 1.1 | 0.8 | -6.4 | 1.1 | 1.1 | -6.8 | 6.3 | -5.4
Cc1noc(C)c1C(=O)OCC(=O)NCCC1=CCCCC1 | 8.2 | 1 | 1.1 | 0.9 | -3.4 | 1 | 0.9 | -5.4 | 1.5 | -2.0
O=C(NNc1cccc(Cl)n1)C(F)(F)F | 3.5 | 0.9 | 1 | 1 | -0.4 | 1.2 | 1 | -8.7 | 13.5 | -16.4
CC(=O)Nc1ccc(-c2ccc3nnc(C)n3n2)cc1 | 11.3 | 0.9 | 1 | 0.9 | -0.4 | 1 | 1 | -11.7 | 1.9 | -2.7
COC(=O)c1ccc(C2C(C(=O)c3cc4ccccc4o3)=C(O)C(=O)N2CCCN(C)C)cc1 (stereo unspecified) | 6.1 | 1.2 | 1.1 | 0.9 | -3.9 | 1 | 1.1 | 2.9 | 16.6 | -4.6
O=C(CCS(=O)(=O)Cc1ccc(Cl)cc1)NCCc1ccccc1 | -9.5 | 1.1 | 1.1 | 1.1 | -4.1 | 1 | 1.1 | -8.5 | 0.4 | -4.9
O=C(Cc1ccc(Cl)cc1)Nc1ccc2c(c1)C(=O)NC2=O | -1.4 | 1 | 1.1 | 1 | -2.2 | 1.1 | 1 | -4.3 | 19.4 | -6.0
O=C(CN1CCN(S(=O)(=O)c2ccc(F)cc2)CC1)Nc1ccc2c(c1)OCCO2 | 6.1 | 1.1 | 1 | 0.9 | -1.1 | 1 | 1 | -6.8 | 3.6 | -3.8

Part of the list above with just TNAP inh no acc:
structure,TNAP inh no acc
O=C(CN1CCN(S(=O)(=O)c2ccc(F)cc2)CC1)Nc1ccc2c(c1)OCCO2,-6.8
CC(=O)Nc1ccc(-c2ccc3nnc(C)n3n2)cc1,-11.7
CCOC(=O)Cc1csc(NC(=O)CCN2C(=O)c3ccccc3C2=O)n1,-11.1
COC(=O)c1ccc(NS(=O)(=O)c2cccc3cccnc23)cc1,-6.8
